# USP1 inh – Inhibitors of USP1/UAF1: Primary Screen | Ubiquitin carboxyl-terminal hydrolase 1 (Homo sapiens), O94782 | recombinant USP1/UAF1, Ub-Rhodamine cleavage fluorescence | Potency, µM (highest dose often 57.1 µM), for inactives: at the top dose activity change, negative = inhibition, most hits filed as inhibitors | hit rate 0.23% among 390,000; also: % is scaled to controls: 0 for no effect and ±100 for the full control effect; nearly all actives have a fitted effect of over 60% in size; inactives centre near -12
#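 In this screen, compounds sit with the deubiquitinase complex (1nM) for 15 min at room temperature before Ub-Rho is added at 150nM final. Fluorescence rise is then followed for 6 reads every 60 seconds.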
# 12-LOX inh – Primary qHTS assay for inhibitors of human arachidonate 12S-lipoxygenase (ALOX12): Round 2; hit rate 1.1% among 580,000; purified 12hLO, xylenol orange hydroperoxide absorbance; Polyunsaturated fatty acid lipoxygenase ALOX12 (Homo sapiens), P18054; Potency, µM (titrated, usually from 108 µM), inactives show at the top dose activity change, negative = inhibition, usual class: inhibitors; also: % is scaled to controls: 0 for no effect and ±100 for the full control effect
#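 Hydroperoxide product was detected by ferrous iron/xylenol orange as the 573 to 405 nm absorbance ratio. Arachidonic acid at 40 uM (final) was turned over for 30 min at room temperature by 150 nM human 12hLO, pH 7.0 Hepes buffer, after 15 min compound preincubation.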
# TrxR1 substrate – qHTS Assay for Substrates of Mammalian Selenoprotein Thioredoxin Reductase 1 (TrxR1): qHTS; Thioredoxin reductase 1, cytoplasmic (Rattus norvegicus), O89049; purified TrxR1 substrate turnover, NADPH consumption readout; AID 588456, 2011; hit rate 0.01% among 390,000; Potency, µM (series often up to 114 µM), without a hit: at the top dose activity change, negative = substrate turnover; also: % is scaled to controls: 0 for no effect and ±100 for the full control effect; nearly all actives have a fitted effect of over 50% in size
#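 Rat TrxR1, dispensed at 90 nM, was prereduced with 400 uM NADPH (final) for 5 min at ~22 deg C, then incubated with compound 15 min before 400 uM selenite. A first-read NADPH fluorescence drop versus no-compound background flagged substrates.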
# Vif-APOBEC3G blk – qHTS for Inhibitors of Vif-A3G Interactions: qHTS. DNA dC->dU-editing enzyme APOBEC-3G (Homo sapiens), Q9HC16. HeLa A3G-eYFP + Vif (tagged APOBEC3G with the HIV-1 protein that degrades it), YFP fluorescence, overnight. Potency, µM (titrated, usually from 46.1 µM), without a hit: top-dose activity, negative = active, most hits filed as inhibitors. hit rate 0.076% among 410,000. AID 602310, 2012;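 also: % is scaled to controls: 0 for no effect and ±100 for the full control effect; nearly all actives have a fitted effect of over 60% in size; hits raise eYFP signal because A3G escapes Vif-driven loss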
# Target sequence (Q9HC16 whole entry, looked up): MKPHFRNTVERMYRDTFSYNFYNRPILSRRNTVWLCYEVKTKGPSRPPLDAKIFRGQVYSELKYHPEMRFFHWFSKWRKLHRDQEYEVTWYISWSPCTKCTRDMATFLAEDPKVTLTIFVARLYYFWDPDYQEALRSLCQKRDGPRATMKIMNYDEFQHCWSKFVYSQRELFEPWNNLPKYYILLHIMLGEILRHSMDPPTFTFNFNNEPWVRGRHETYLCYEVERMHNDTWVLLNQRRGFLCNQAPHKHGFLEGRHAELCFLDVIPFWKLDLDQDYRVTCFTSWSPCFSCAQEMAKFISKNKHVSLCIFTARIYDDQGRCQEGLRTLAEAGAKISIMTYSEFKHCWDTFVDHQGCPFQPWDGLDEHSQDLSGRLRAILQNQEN
#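 HeLa cells stably expressing Vif and C-terminally eYFP-tagged A3G, seeded overnight at 37 deg C, then exposed to compound by pintool overnight at 37 deg C. Rise in yellow fluorescence (Ex 488/Em 500-530, Acumen) marks blocked Vif-driven A3G degradation.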
# IDH1 R132H inh – qHTS for Inhibitors of mutant isocitrate dehydrogenase 1 (IDH1): qHTS; hit rate 0.093% among 390,000; Potency, µM (highest dose often 76.6 µM), for inactives: top-dose activity change, negative = inhibition, most hits filed as inhibitors; IDH1-R132H enzyme, NADPH consumption, diaphorase/resazurin fluorescence; also: % is scaled to controls: 0 for no effect and ±100 for the full control effect; nearly all actives have a fitted effect of over 65% in size
# Target sequence (O75874 whole entry R132H, stated change not applied): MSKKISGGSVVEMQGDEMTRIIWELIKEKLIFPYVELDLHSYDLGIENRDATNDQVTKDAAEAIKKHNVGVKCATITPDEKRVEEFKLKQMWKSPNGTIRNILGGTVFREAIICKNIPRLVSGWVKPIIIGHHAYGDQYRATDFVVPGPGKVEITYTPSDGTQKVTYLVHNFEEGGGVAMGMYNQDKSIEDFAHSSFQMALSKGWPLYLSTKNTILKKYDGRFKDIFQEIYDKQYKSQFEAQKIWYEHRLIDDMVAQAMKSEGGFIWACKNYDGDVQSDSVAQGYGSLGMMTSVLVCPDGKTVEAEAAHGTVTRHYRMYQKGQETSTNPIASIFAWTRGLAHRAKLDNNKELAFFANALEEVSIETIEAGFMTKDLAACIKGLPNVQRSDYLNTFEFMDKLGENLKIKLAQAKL
#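 IDH1-R132H (0.5 ug/mL dispensed) in pH 7.5 Tris buffer was preincubated 30 min with compound, then given a substrate mix of 0.016 mM NADPH and 2 mM alpha-KG for 80 min at room temperature; remaining NADPH was read by diaphorase/resazurin fluorescence.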
# rTrxR1 inhibitor – qHTS Assay for Inhibitors of Mammalian Selenoprotein Thioredoxin Reductase 1 (TrxR1): qHTS | Thioredoxin reductase 1, cytoplasmic (Rattus norvegicus), O89049 | recombinant rTrxR1, NADPH fluorescence consumption, selenite substrate | Potency, µM (highest dose often 114 µM), inactives show top-dose activity change, negative = inhibition, actives largely listed as inhibitors | hit rate 1% among 390,000; also: % is scaled to controls: 0 for no effect and ±100 for the full control effect; nearly all actives have a fitted effect of over 65% in size
#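 Rat TrxR1 (90 nM in the dispensed reagent) was pre-reduced with 400 uM NADPH for 5 min at room temperature, then incubated with compound for 15 min. After 400 uM selenite was added, NADPH fluorescence (Ex 340/Em 450 nm) was followed for 8 min.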
# RXFP1 ag – qHTS Assay for Agonists of the Relaxin Receptor RXFP1. AID 2676, 2010. hit rate 0.3% among 370,000. HEK293T-RXFP1 cAMP TR-FRET, 30 min; response scale: percent of porcine relaxin response, buffer zero. Potency, µM (doses to about 57.5 µM), for the others: at the top dose activation, usual class: activators; also: % is scaled to controls: 0 for no effect and ±100 for the full control effect; nearly all actives have a fitted effect of over 60% in size; many of its hits are not listed in these tables
#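 cAMP rise read by TR-FRET after 30 min, 37C compound exposure (up to 58 uM) in RXFP1-transfected HEK293 cells with Ro 20174 present. EC50 from Hill-equation fits, with 29 nM porcine relaxin as 100% and buffer as basal.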
# Vif-A3F inh – qHTS for Inhibitors of Vif-A3F Interactions: qHTS | AID 602313, 2012 | HeLa A3F-eYFP + Vif (tagged APOBEC3F with the HIV-1 protein that degrades it), YFP fluorescence increase | hit rate 0.2% among 390,000 | Potency, µM (titrated, usually from 46.1 µM), without a hit: top-dose activity, negative = active; also: % of control where 0% means no effect; nearly all actives have a fitted effect of over 65% in size
#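 Fluorescence increase (Ex 488/Em 500-530) after overnight compound treatment at 37 deg C flags inhibition of Vif-driven A3F-eYFP loss in stable HeLa A3F-eYFP/Vif cells seeded overnight beforehand.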
# RGS4 inh – Inhibitors of Regulator of G Protein Signaling (RGS) 4: qHTS. Regulator of G-protein signaling 4 (Homo sapiens), P49798. Transcreener GDP fluorescence polarization, RGS4-accelerated GTP hydrolysis. Potency, µM (doses to about 114 µM), for inactives: top-dose activity change, negative = inhibition, usual class: inhibitors. hit rate 0.039% among 390,000. AID 504845, 2011; also: % is scaled to controls: 0 for no effect and ±100 for the full control effect; nearly all actives have a fitted effect of over 75% in size; some results filed as inactive show a strong effect at the top dose
# Target sequence (P49798 whole entry, looked up): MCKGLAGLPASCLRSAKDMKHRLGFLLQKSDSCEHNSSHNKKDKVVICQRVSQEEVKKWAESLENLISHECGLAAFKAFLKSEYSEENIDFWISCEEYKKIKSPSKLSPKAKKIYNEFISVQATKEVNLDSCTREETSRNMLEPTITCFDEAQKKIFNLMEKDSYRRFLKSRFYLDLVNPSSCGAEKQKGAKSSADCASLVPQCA
#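 MLSMR compounds (23 nl, pin-transferred) preincubated 10 min at room temperature with a 500nM (2x) first reagent, then RGS4 at 900nM (2x) plus Transcreener GDP mix added; fluorescence polarization (620/688 nm) read before and after 90 min at 30 °C.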
# * hit, by the source's call; i = inactive; ? = inconclusive; . = no result given; & = joins results of further samples; [ ] = remark or other dose. Calls follow the shape of the dose curve; as a rule, active = well fitted curve in the direction sought with a large enough effect; inconclusive = small, poorly fitted or top-dose-only effect, or another doubt; inactive = no such curve, though single readings can be large; an effect the other way counts as inactive or inconclusive. Potency is read from the fitted curve at half-maximal effect. These rows are one share of the data, so the mix of outcomes need not match the whole.
SMILES	IDH1 R132H inh	Vif-A3F inh	TrxR1 substrate	12-LOX inh	RGS4 inh	USP1 inh	rTrxR1 inhibitor	RXFP1 ag	Vif-APOBEC3G blk
COc1ccc(S(=O)(=O)N2CCCCCC2)cc1C(=O)OCC(=O)NCC(C)C	2%	9%	1%[57.1 µM]	32%[activator]	-9%	-14%	8%[57.1 µM]	1.2%	-1%
CC(C)CC(=O)Nc1nnc(S(=O)(=O)Nc2ccccc2)s1	3%	-1%	-10%	-21%	16%	-9%	5%	0.0%	-1%
FC(F)(F)c1cccc(Cn2cnc(NC(=S)NCCc3ccccc3)n2)c1	-2%	0%	4%	?	-6%	-21%	-1%	0.1%	1%
CCc1ccc(NC(=O)C(=S)NC2CCCCC2)cc1	17%	6%	6%[57.1 µM]	25%	-1%	-4%	16%[57.1 µM]	-1.7%	-7%
COc1cc(C(=O)NCCNC(=O)c2ccco2)cc(OC)c1OC	16%	10%	-7%	?	?	-10%	-23%	.	-1%
COc1ccc(C2(C(=O)NCCCN(C)C)CCOCC2)cc1	6%	3%	6%	12%[57.4 µM]	20%	-20%	9%	0.2%	0%
O=C(Nc1cccnc1Cl)c1noc2c1CCc1ccccc1-2	0%	-5%	3%	14%	37%	1%	9%	-0.2%	-15%
C/C(=N\NC(=O)Nc1ccccc1)c1ccccc1	22%	-5%	7%	-22%	13%	-4%	7%[57.1 µM]	0.9%	-3%
COc1cccc(Nc2nc3ccccc3n2C(C)C)c1	5%	5%	-2%[11.4 µM]	-11%	-1%	-16%	2%	-2.9%	0%
CC(Sc1ccc(S(=O)(=O)N2CCN(C)CC2)cn1)C(=O)Nc1cccc(Cl)c1Cl (stereo not given)	-4%	10%	-13%	152%[activator]	0%	-27%	-14%	.	3%
O=C(Nc1ccc(N2CCOCC2)c(Cl)c1)c1ccc(-n2cnnc2)cc1	-9%	2%	0%	0%	2%	-22%	3%	-1.4%	4%
COc1ccc(OC)c(NC(=O)C2=C(C)Nc3ncnn3C2c2cccs2)c1 (stereo not given)	2%	-5%	-10%	-4%	1%	-13%	-5%	0.1%	1%
CC(C)c1ccc2nc(SCC(=O)NCC3CCCO3)c(C#N)cc2c1 (stereo not given)	10%	2%	2%	11%	-35%	-11%	7%	2.2%	-1%
O=C(Nc1cccc(Cl)c1)c1cc(S(=O)(=O)N2CCCc3ccccc32)ccc1F	0%	4%	-7%[57.1 µM]	?	-15%	-12%	3%[57.1 µM]	-0.2%	0%
Cc1oncc1C(=O)Nc1cccc(C#N)c1	3%	13%	6%[57.1 µM]	i	18%	-9%	5%[57.1 µM]	2.3%	2%
Cc1ccc(C)c(NC(=O)c2cnn3ccccc23)c1	-2%	-1%	-10%	11%	-28%	-9%	-6%	12%	0%
CCOC(=O)c1c(-c2cccc3ccccc23)csc1NC(=O)C1C2CCC(O2)C1C(=O)O (stereo not given)	6%	1%	1%	-24%	-12%	-16%	-10%	1.4%	-5%
COc1ccc(CC(=O)NC2CCCc3ccccc32)cc1 (stereo not given)	13%	-2%	7%[57.1 µM]	43%[activator]	-8%	-14%	27%[57.1 µM]	1.1%	-5%
C/C(=C\c1ccc(C)o1)C(=O)c1c(C)cc(C)[nH]c1=O	8%	-8%	-9%	-9%	-7%	-16%	50µM*	2.8%	2%
CC(=O)Nc1ccc(NC(=O)COC(=O)c2n[nH]c3ccccc23)cc1	-4%	1%	-2%	-17%	-1%	-7%	-3%	1.6%	0%
Cc1cc2c(cc1S(=O)(=O)Nc1cccc(C)c1C)OCC(=O)N2	12%	0%	8%[57.1 µM]	14%	11%	-15%	6%[57.1 µM]	1.0%	0%
COc1ccc(CCNC(=O)c2cc(S(=O)(=O)N(C)c3ccccc3)ccc2Cl)cc1	6%	3%	-3%	-9%	?	-23%	11%	-2.5%	3%
Fc1ccccc1NC(=S)N(CCCN1CCOCC1)Cc1cccnc1	1%	-9%	6%[57.1 µM]	352%[activator]	20%	-14%	6%[57.1 µM]	1.2%	0%
CC(=O)Cc1nsc(NC(=O)c2cc(-c3ccc(Cl)c(Cl)c3)oc2C)n1	2%	-5%	-7%	-23%	-4%	-12%	-15%	-0.1%	0%
O=C(CNC(=O)c1ccccc1)OC(C(=O)Nc1cc(C(F)(F)F)ccc1Cl)c1ccccc1 (stereo not given)	10%	-7%	-1%&-4%&-11%	-6%	-2%&11%&2%	-27%	-10%&14%&-2%	-1.1%	0%&-1%&0%
CCOC(=O)c1ccc(NC(=O)CN2C(=O)c3cccnc3Oc3ccc(Cl)cc32)cc1	-16%	2%	2%	-21%	4%	-6%	18%	-0.8%	-20%
COC(=O)[C@]1(Cc2ccccc2)N[C@H](CN(C)C(=O)COc2ccccc2)[C@@H]2C(=O)N(C)C(=O)[C@@H]21	-4%[38.3 µM]	-1%	2%	17%	3%	-27%	9%	.	-3%
Cc1nnc(SCC(=O)N2CCN(C(=O)c3ccco3)CC2)n1-c1ccccc1	-4%	-1%	6%[57.1 µM]	-9%	11%	-9%	-13%	0.8%	-11%
Nc1ccc(Oc2ncccn2)c(Cl)c1	1%	-1%	0%	-2%	21%	-3%	20%	0.4%	2%
COc1ccc(-c2nc(SC)n(C)c(=O)c2C#N)cc1OC	7%	3%	7%[57.1 µM]	58%[activator]	-20%	-14%	15%[57.1 µM]	0.6%	0%
Cc1ccc(C)c(NC(=O)CCn2nc(C)cc2C)c1	-1%	1%	9%[57.1 µM]	0%	6%	-3%	7%[57.1 µM]	2.4%	0%
CCN(CC)S(=O)(=O)c1ccc(C)c(NC(=O)Cn2cnc3cc([N+](=O)[O-])ccc3c2=O)c1	-8%	0%	-5%	-2%	-2%	7%	8%[57.1 µM]	?	1%
O=C(NCc1cccnc1)c1cc(C(=O)NCc2cccnc2)cc([N+](=O)[O-])c1	-4%	-4%	.	0%	.	-24%	.	.	1%
CCn1nc(C)c(CNC(=O)CCc2nnc(-c3ccc(C(C)=O)s3)o2)c1C	-3%	5%	2%	11%	-18%	-12%	-10%	3.8%	6%
CC(=O)OC(C(=O)N1CCN(c2ccccc2F)CC1)c1ccccc1 (stereo not given)	1%	-2%	0%	-24%	-3%	2%	12%	0.1%	-7%
CC(C(=O)Nc1ccc(S(=O)(=O)Nc2ncccn2)cc1)N1C(=O)c2ccccc2S1(=O)=O (stereo not given)	-10%	-11%	6%[57.1 µM]	-19%	15%	-12%	8%[57.1 µM]	-0.5%	-1%
NC(=O)c1ccsc1NC(=O)COC(=O)c1cc(Cl)ccc1O	-7%	-5%	3%[57.1 µM]	7%	-24%	-18%	7%[57.1 µM]	0.4%	2%
CC(C)(C)c1ccc(/C=N/NC(=O)C[n+]2ccccc2)cc1	3%	-5%	-4%[57.1 µM]	13%	19%	-28%	9%	0.4%	-5%
O=C(CN1CCN(c2ccc(O)cc2)CC1)Nc1ccc2c(c1)OCCCO2	9%	7%	-6%	?	?	-23%	2%	2.0%	6%
CCCc1cc(=O)[nH]c(SCC(=O)c2c(C)[nH]c3ccccc23)n1	1%	15%	5%	-8%	-1%	-8%	13%	3.9%	-10%
Cc1cccc2sc(NC(=O)C3CCN(S(=O)(=O)c4cc([N+](=O)[O-])ccc4Cl)CC3)nc12	0%	-18%	-8%	40µM*	17%	-7%	-34%	-0.9%	0%
COc1ccc(NS(=O)(=O)c2cccc(C(=O)N/N=C(\C)c3ccc(-n4ccnc4)cc3)c2)cc1	-4%	7%	9%[57.1 µM]	0%	-1%[11.4 µM]	?	10%[57.1 µM]	4.4%	-1%
O=C1c2ccccc2-c2c1c1ccccc1c(=O)n2CCO	1%	11%	13%[57.1 µM]	1%	-8%	-4%	2%[11.4 µM]	.	4%
C/C(=N\NC(=O)c1n[nH]c2c1CCC2)c1cccs1	-5%	-14%	-7%	321%[activator]	3%	10%	-2%[57.1 µM]	1.4%	1%
Cc1cc(C)cc(C(=O)OCC(=O)Nc2cccc(S(=O)(=O)NC3=NCCCCC3)c2)c1	-2%	-4%	-6%	-21%	-6%	1%	6%	4.4%	-8%
CCn1nc(C)c(/C=N/NC(=O)c2c[nH]c3ccccc23)c1C	5%	6%	-6%	-9%	-15%	-15%	-13%	-0.8%	-7%
